From PubChem
LYP phosphatase: PTPN22 lymphoid phosphatase activity blockers – biochemical, fluorescence intensity, uHTS (AID 1779). recombinant LYP phosphatase, fluorescence intensity; higher % means a stronger effect. inhibition, % at 11.5 µM; hits with a dose series show IC50 in µM. actives 0.054% (n = 290,000);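 note: plate controls were vehicle with enzyme for no effect and no enzyme for full effect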
PMI inhibition: human PMI inhibitors, high substrate, primary screen, biochemical, fluorescence intensity, high mannose 6-phosphate (AID 1220) | inhibition, % at 20 µM; hits with a dose series show IC50 in µM | actives 0.66% (n = 190,000) | recombinant PMI enzyme, coupled fluorescence intensity; higher % means a stronger effect
XIAP displacement: small molecules displacing peptide from XIAP – biochemical, IAP family, fluorescence polarization (AID 1018); XIAP BIR domain, fluorescence polarization peptide displacement; higher % means a stronger effect; actives 0.007% (n = 200,000); displacement, % at 20 µM; hits with a dose series show IC50 in µM; in the data active = displacement above about 50%; note: a part of the inactive calls stands beside numbers as strong as those of hits
KOR beta-arrestin-1: KOR antagonists, beta-arrestin recruitment, cell-based, luminescence, uHTS (AID 1778). actives 0.091% (n = 290,000). KOR beta-arrestin recruitment, luminescence, antagonist mode; higher % means a stronger effect. inhibition, % at 10 µM; hits with a dose series show IC50 in µM; note: strong numbers were not always called active
PMI inhibitors: inhibitors of human PMI, primary screen, biochemical, fluorescence intensity, coupled assay (AID 1209) | inhibition, % at 20 µM; hits with a dose series show IC50 in µM | actives 0.42% (n = 190,000) | purified PMI enzyme, coupled fluorescence intensity; higher % means a stronger effect;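 note: plate controls were DMSO vehicle for no effect and wells lacking substrate for full effect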
KOR beta-arrestin-2: KOR agonists, beta-arrestin recruitment, primary screen, cell-based, luminescence, uHTS (AID 1777) | KOR beta-arrestin recruitment, luminescence; higher % means a stronger effect | activation, % at 10 µM, or EC50 in µM where a hit was titrated | actives 0.02% (n = 280,000); in the data active = activation above about 50%, passing the limit was not always enough; note: a part of the inactive calls stands beside numbers as strong as those of hits
NOD1 inhibition: inhibition of NOD1-driven NF-kB reporter – cell-based, luminescence, uHTS, primary screen (AID 1578). NOD1-driven NF-kB luciferase reporter cells, luminescence; higher % means a stronger effect. one-dose inhibition, % at 4 µM; EC50 in µM for titrated hits. actives 1% (n = 290,000); in the data active = inhibition mostly above about 36%, no sharp cut-off; inactive = mostly below about 34%;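 note: HEK-293T reporter cells stimulated with the NOD1 agonist gamma-tri-DAP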
TNAP activators: human TNAP enzyme activators, primary screen, biochemical, luminescent, no phosphate acceptor, uHTS (AID 1001). purified TNAP, luminescent activation assay, no phosphate acceptor; higher activation fold means a stronger effect. activation fold at 20 µM; hits with a dose series show EC50 in µM. actives 0.03% (n = 200,000); in the data active = activation fold from about 3, or a potency from the dose series; inactive = the rest, 99 in 100 with activation fold below about 1.6; note: many of its hits are not listed in these tables
HEK293 NOD2/NF-kB: inhibition of NOD2-driven NF-kB reporter – cell-based, luminescence, uHTS, HEK293 (AID 1566); HEK293 NOD2/NF-kB luciferase reporter, luminescence; higher % means a stronger effect; one-dose inhibition, % at 4 µM; EC50 in µM for titrated hits; actives 0.63% (n = 290,000); note: many of its hits are not listed in these tables
The depositor's hits bear a star; nt = no result given; [ ] = another dose, or the depositor's remark. Cut-off read from the data, not from the text of the source, unless noted: active = inhibition above about 50%; inactive = the rest.

nr | Molecule | XIAP displacement | KOR beta-arrestin-2 | HEK293 NOD2/NF-kB | PMI inhibition | NOD1 inhibition | TNAP activators | LYP phosphatase | KOR beta-arrestin-1 | PMI inhibitors
1 | COc1ccc(OCC(O)CN2CCN(Cc3ccc4c(c3)OCO4)CC2)cc1 (configuration not stated) | -12% | -0.7% | 6% | -45% | -16% | 1.1 | 0% | -39% | -23%
2 | CC(=O)N1CC=C2C(C#N)=C(N)C(C#N)(C#N)[C@H](c3ccoc3)[C@H]2C1 | 5.0% | -2.5% | 8% | 4% | -19% | 1.1 | 1% | -29% | 12%
3 | O=C(CCS(=O)CCC(=O)NCc1ccccc1)NCc1ccccc1 | -5.3% | -3.4% | 1% | -7% | 8% | 1.1 | -3% | -4% | -6%
4 | Cc1cc(NC(=O)C2CCCC2)n(-c2nc3ccccc3[nH]2)n1 | 0.6% | 4.1% | -11% | 7% | -9% | 1 | 9% | -12% | 4%
5 | CCc1ccc(NC(=O)C2CCN(C(=O)[C@@H]3Cc4ccccc4CN3)CC2)cc1 | nt | -5.2% | -42% | nt | 15% | nt | -3% | 8% | nt
6 | O=C(C1=C[C@@H]2[C@H]3C(=O)N(c4ccccc4Cl)C(=O)[C@H]3[C@@H](C(=O)c3ccc(Cl)cc3)N2C=C1)c1ccccc1 | -5.1% | -0.6% | 10% | -10% | -4% | 0.9 | -1% | -13% | -30%
7 | COc1cccc(/C=N/NC(=O)c2cccc([N+](=O)[O-])c2)c1OS(=O)(=O)c1ccc(C)cc1 | 1.3% | 3.0% | -1% | 7% | nt | 1.1 | 5% | -31% | 18%
8 | NS(=O)(=O)c1ccc(CNS(=O)(=O)Cc2ccc(Cl)cc2)cc1 | nt | 0.2% | 11% | nt | -4% | nt | -13% | -12% | nt
9 | CCOC(=O)Cc1nn(C(C)C)c(=O)c2ccccc12 | -13% | nt | 9% | 13% | -21% | 1 | -11% | -10% | 16%
10 | CCCCC1S/C(=N/N=C/c2cccs2)NC1=O (configuration not stated) | -5.2% | -2.0% | 7% | 1% | -20% | 1 | -2% | 5% | -26%
11 | COc1ccc(OC)c(NC(=O)c2cc3sccc3n2C)c1 | 1.3% | -9.4% | -2% | 12% | -42% | 1.1 | 2% | 9% | -6%
12 | CCOc1cccc(-c2c(C(=O)N/N=C/c3ccco3)nnn2-c2nonc2N)c1 | nt | 2.1% | 23% | nt | 0% | nt | -7% | 0% | nt
13 | COc1ccc(C)cc1NC(=O)C1CCN(S(C)(=O)=O)CC1 | nt | -6.6% | 9% | nt | -20% | nt | -7% | 9%[20 µM] | nt
14 | COc1ccc(Nc2cc3n(c(=O)n2)CCc2cc(OC)c(OC)cc2-3)c(C)c1 | nt | -1.8% | 13% | nt | -7% | nt | 0% | -2% | nt
15 | CCOc1ccc(NC(=O)c2cccc(OC(=S)N3CCOCC3)c2)cc1 | -2.0% | 2.4% | -1% | 8% | -36% | 1.1 | -5% | -6% | 9%
16 | O=C(NC1CCCCC1)c1cccnc1Sc1ccccc1Cl | nt | -3.5% | -17% | nt | 0% | nt | -9% | -2% | nt
17 | O=C(Nc1cccnc1)Nc1ccccn1 | -5.9% | 3.0% | 8% | 2% | -12% | 1.1 | 0% | 15% | 6%
18 | O=C(CSc1nc2ncc(Cl)cc2[nH]1)N(Cc1ccccc1)C1CCS(=O)(=O)C1 (configuration not stated) | -7.2% | 4.9% | 2% | -3% | -13% | 0.8 | -2% | -8% | 2%
19 | CC1c2[nH]c3ccccc3c2C[C@H]2C(=O)N(CCO)CC(=O)N12 (some centres not stated) | nt | -7.1% | 8% | nt | -3% | nt | -10% | 10% | nt
20 | Cc1cccnc1CN1CCN(C(=O)c2cc(COc3ccc4ncccc4c3)on2)CC1 | -6.0% | -2.8% | 31% | 7% | 45% | 1.1 | -6% | -22% | 8%
21 | O=C(COC(=O)c1n[nH]c2ccccc12)Nc1cccc(S(=O)(=O)N2CCOCC2)c1 | -2.3% | -2.8% | 7% | 4% | -13% | 1 | -2% | -1% | 3%
22 | CCc1cc(=O)oc2cc(C)cc(OC(C)C(=O)NCCCn3ccnc3)c12 (configuration not stated) | nt | -4.2% | 14% | nt | -28% | nt | -15% | -15% | nt
23 | [O-][n+]1c(/C=C/c2ccccc2)ccc2ccccc21 | nt | -1.3% | -70% | nt | -26% | nt | 2% | -19%[20 µM] | nt
24 | CCNc1oc(/C=C/c2ccc(OCC)cc2)nc1C#N | nt | 2.8% | 0% | nt | 65%* | nt | -10% | -47%[20 µM] | nt
25 | CC(C)(C)OC(=O)CNC(=O)c1nc[nH]c1C(=O)N1CCN(c2ccccc2)CC1 | nt | -6.2% | -11% | nt | 16% | nt | -6% | -14%[20 µM] | nt
26 | O=C(Cn1nc(C(F)F)cc1C1CC1)NCCC1=CCCCC1 | -3.3% | 0.1% | -7% | -3% | -12% | 1.1 | -1% | 1% | -4%
27 | O=C1c2ccccc2CCC12N=NCC2c1ccc(Br)cc1 (configuration not stated) | -7.4% | -5.4% | 9% | 2% | 7% | 1.1 | -9% | -18% | 4%
28 | Clc1cccc(OCCN2CCNCC2)c1 | -3.6% | -3.7% | -4% | -6% | -11% | 1 | -8% | 3% | -2%
29 | COc1ccccc1CNC(=O)C1CCCN(S(=O)(=O)c2cccs2)C1 (configuration not stated) | nt | -2.0% | -3% | nt | -8% | nt | -12% | -38% | nt
30 | Cc1cc(C)n(CC(O)COCc2ccco2)n1 (configuration not stated) | -5.3% | -6.3% | -2% | -6% | -18% | 1.1 | -2% | 7% | -10%
31 | CCOC(=O)C(=Cc1cn(C)c2ccc(S(=O)(=O)N(C)C)cc12)C(=O)OCC | -5.0% | -4.0% | 2% | -6% | 29% | 1.1 | 0% | -23% | 5%
32 | Cc1cccc(CSc2nnc([C@@H]3CCCN3)o2)c1 | nt | 7.5% | 2% | nt | 0% | nt | -10% | -11% | nt
33 | CN(C)c1ccc(C(=O)OCC(=O)NCCCc2ccccc2)cc1 | nt | 0.0% | -7% | nt | 1% | nt | -4% | -36% | nt
34 | O=C1Nc2ccccc2C1Cc1ccc(OC(F)(F)F)cc1 (configuration not stated) | nt | 1.0% | 11% | nt | -2% | nt | -5% | 26% | nt
35 | Cc1ccccc1CC1(CO)CCCN(C(=O)c2ccccc2N(C)C)C1 (configuration not stated) | -4.9% | -4.3% | -9% | 7% | -34% | 1 | 2% | 19% | 12%
36 | COC(=O)Nc1sc(C)nc1-c1ccccc1 | -2.4% | 1.8% | 20% | -4% | 9% | 1.1 | -6% | 3% | -1%

Fetched one by one from the entries so far, three records:
nr | Molecule | XIAP displacement | KOR beta-arrestin-2 | HEK293 NOD2/NF-kB | PMI inhibition | NOD1 inhibition | TNAP activators | LYP phosphatase | KOR beta-arrestin-1 | PMI inhibitors
30 | Cc1cc(C)n(CC(O)COCc2ccco2)n1 (configuration not stated) | -5.3% | -6.3% | -2% | -6% | -18% | 1.1 | -2% | 7% | -10%
36 | COC(=O)Nc1sc(C)nc1-c1ccccc1 | -2.4% | 1.8% | 20% | -4% | 9% | 1.1 | -6% | 3% | -1%
28 | Clc1cccc(OCCN2CCNCC2)c1 | -3.6% | -3.7% | -4% | -6% | -11% | 1 | -8% | 3% | -2%

Look-ups from the results shown.
Result of NS(=O)(=O)c1ccc(CNS(=O)(=O)Cc2ccc(Cl)cc2)cc1 in KOR beta-arrestin-1: -12%
Result of CCOc1cccc(-c2c(C(=O)N/N=C/c3ccco3)nnn2-c2nonc2N)c1 in LYP phosphatase: -7%
Result of O=C(CCS(=O)CCC(=O)NCc1ccccc1)NCc1ccccc1 in LYP phosphatase: -3%
Result of O=C(Cn1nc(C(F)F)cc1C1CC1)NCCC1=CCCCC1 in PMI inhibition: -3%

The listing continues:
nr | Molecule | XIAP displacement | KOR beta-arrestin-2 | HEK293 NOD2/NF-kB | PMI inhibition | NOD1 inhibition | TNAP activators | LYP phosphatase | KOR beta-arrestin-1 | PMI inhibitors
37 | COc1cc(C(=O)NC(=S)Nc2ccc3c(c2)OCO3)cc(OC)c1OC | nt | 4.4% | 1% | nt | -8% | nt | 1% | -10% | nt
38 | CCN(C(=O)c1cccs1)c1nc(-c2ccc(OC)cc2)cs1 | -8.0% | 0.7% | -31% | -5% | -33% | 1 | -1% | -38% | -6%
39 | O=C(Cc1ccccc1)Nc1c[nH]c(=O)[nH]c1=O | 0.3% | -2.5% | 5% | -4% | 4% | 1 | -12% | -18% | 1%
40 | Cc1cc(N/N=C/c2ccccc2O)c2ccccc2n1 | nt | -3.1% | -25% | nt | -22% | nt | -9% | -12% | nt
41 | O=C(COC(=O)c1cc(Cl)ccc1[N+](=O)[O-])NCc1ccc(Cl)cc1Cl | -1.9% | 1.4% | -7% | 4% | -50% | 0.9 | 4% | -39% | -2%
42 | CCc1nnc(NS(=O)(=O)c2ccc(N=Cc3c(C)[nH]n(-c4ccc(Cl)cc4)c3=O)cc2)s1 | -9.6% | 14% | 5% | 6% | -34% | 1 | 5% | 0% | 8%
43 | CCOC(=O)N1CCN(C(=S)NC(=O)/C=C/c2ccc(C)cc2)CC1 | nt | 1.2% | 1% | nt | -31% | nt | 1% | 13% | nt
44 | Cn1c(C(=O)O)c(CC(=O)NCc2cccnc2)c2ccccc21 | -5.9% | -0.5% | 16% | 6% | 26% | 1.1 | -8% | -45% | 1%
45 | CCOc1ccc(S(=O)(=O)NC2CC2)cc1 | nt | -2.5% | 11% | nt | -38% | nt | -4% | -28%[20 µM] | nt
46 | CS(=O)(=O)N1CCN(C(=O)c2ccc(Br)s2)CC1 | -6.1% | -2.4% | 18% | -2% | -7% | 1 | -1% | 2% | 4%
47 | CS(=O)c1ccccc1-c1nc(-c2cc(C(F)(F)F)cc(C(F)(F)F)c2)no1 (configuration not stated) | 1.3% | 55% | 24% | 17% | 31% | 1.1 | -2% | 1% | 24%
48 | CN(C)c1ccc(/C=C2\N=C(c3ccc(Cl)c([N+](=O)[O-])c3)NC2=O)cc1 | -8.3% | -8.7% | 23% | 14% | -16% | 0.5 | 1% | -9% | 2%
49 | CN(C)C(/C=C/Nc1cccc([N+](=O)[O-])c1)=C(C#N)C#N | -3.4% | 0.7% | -17% | -5% | -46% | 1 | 4% | 3% | -8%
50 | CC(/C=N/Nc1nc(C)cc(C)n1)=C\c1ccc(C(C)C)cc1 | 18% | -1.2% | -17% | -31% | -46% | 1.2 | -1% | -7% | -23%
51 | C[C@@H](C(=O)Nc1ccc2ccccc2c1)[C@@H]1C[C@@]1(C)[C@@H](NC(=O)c1cnccn1)c1ccccc1 | -4.0% | 0.0% | nt | 17% | nt | 1.1 | 9% | 4% | 10%

Some of these compounds in order of heavy-atom count, largest number first:
nr | Molecule | XIAP displacement | KOR beta-arrestin-2 | HEK293 NOD2/NF-kB | PMI inhibition | NOD1 inhibition | TNAP activators | LYP phosphatase | KOR beta-arrestin-1 | PMI inhibitors
20 | Cc1cccnc1CN1CCN(C(=O)c2cc(COc3ccc4ncccc4c3)on2)CC1 | -6.0% | -2.8% | 31% | 7% | 45% | 1.1 | -6% | -22% | 8%
48 | CN(C)c1ccc(/C=C2\N=C(c3ccc(Cl)c([N+](=O)[O-])c3)NC2=O)cc1 | -8.3% | -8.7% | 23% | 14% | -16% | 0.5 | 1% | -9% | 2%
2 | CC(=O)N1CC=C2C(C#N)=C(N)C(C#N)(C#N)[C@H](c3ccoc3)[C@H]2C1 | 5.0% | -2.5% | 8% | 4% | -19% | 1.1 | 1% | -29% | 12%
8 | NS(=O)(=O)c1ccc(CNS(=O)(=O)Cc2ccc(Cl)cc2)cc1 | nt | 0.2% | 11% | nt | -4% | nt | -13% | -12% | nt
11 | COc1ccc(OC)c(NC(=O)c2cc3sccc3n2C)c1 | 1.3% | -9.4% | -2% | 12% | -42% | 1.1 | 2% | 9% | -6%

An excerpt, so the mix of outcomes need not match the whole.
